PAD4 FP inh = human PAD4 inhibitors, primary screen, biochemical, fluorescence polarization, 1536-well format; recombinant PAD4, RCA probe fluorescence polarization; inhibition, % at 6.36 µM; 330,000 tested, 0.41% active; AID 485272, 2010;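 active means percent inhibition above a cutoff equal to the mean of all tested compounds plus 3 SD, cut at about 15% in these data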;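 further: 0% = PAD4 with RCA probe and DMSO and 100% = probe without PAD4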
PAFAH1B3 FP inh = PAFAH1B3 enzyme inhibitors, primary screen, biochemical, fluorescence polarization, human; recombinant PAFAH1B3, FP-rhodamine probe; inhibition, % at 3.39 µM; 340,000 tested, 0.28% active; AID 492972, 2010;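 active means inhibition above the screen-wide average of all tested compounds plus 3 SD, cut at about 25% in these data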;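 further: 0% = enzyme with DMSO only and 100% = wells lacking PAFAH1B3 protein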
Target sequence (Q15102 whole entry, looked up): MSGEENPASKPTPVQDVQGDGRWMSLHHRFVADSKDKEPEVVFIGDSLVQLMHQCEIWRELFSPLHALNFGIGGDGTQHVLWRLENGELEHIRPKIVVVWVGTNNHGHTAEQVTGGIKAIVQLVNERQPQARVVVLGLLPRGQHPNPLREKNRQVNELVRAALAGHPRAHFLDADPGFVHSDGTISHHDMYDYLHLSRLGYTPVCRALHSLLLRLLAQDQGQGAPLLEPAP
pPAFAH FP inh = pPAFAH enzyme inhibitors, primary screen, biochemical, fluorescence polarization, human; Platelet-activating factor acetylhydrolase (Homo sapiens), Q13093; recombinant pPAFAH, FP-rhodamine probe fluorescence polarization; inhibition, % at 3.39 µM; 330,000 tested, 1.5% active;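 active means inhibition above the mean inhibition across the screen plus 3 SD, cut at about 25% in these data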;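 further: inhibitors block binding of the rhodamine activity-based probe so polarization drops; 0% = enzyme with DMSO and 100% = wells lacking pPAFAH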
PAFAH1B2 inh = PAFAH1B2 enzyme inhibitors, primary screen, biochemical, fluorescence polarization, human; Platelet-activating factor acetylhydrolase IB subunit alpha2 (Homo sapiens), P68402; recombinant PAFAH1B2, FP-rhodamine activity probe; inhibition, % at 3.39 µM; 340,000 tested, 1.2% active;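 active means inhibition above the mean of all tested compounds plus 3 SD, cut at about 24% in these data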;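 further: 0% = enzyme with DMSO and 100% = wells lacking PAFAH1B2; many of its hits are not listed in these tables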
Target sequence (P68402 whole entry, looked up): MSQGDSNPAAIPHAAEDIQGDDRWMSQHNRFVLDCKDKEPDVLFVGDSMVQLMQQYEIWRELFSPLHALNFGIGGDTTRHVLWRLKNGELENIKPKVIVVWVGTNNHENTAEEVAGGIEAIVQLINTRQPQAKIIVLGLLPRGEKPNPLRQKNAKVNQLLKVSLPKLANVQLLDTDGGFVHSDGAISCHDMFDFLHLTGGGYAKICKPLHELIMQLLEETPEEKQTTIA
Fam108B counter = mouse Fam108B serine hydrolase inhibitors, primary screen, counter-screen for RBBP9 inhibitor project, biochemical, fluorescence polarization. recombinant Fam108B, FP-Rh probe fluorescence polarization. inhibition, % at 9.51 µM. 300,000 tested, 0.33% active. AID 1947, 2009;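 active means inhibition above the screen mean inhibition plus 3 SD, computed separately per campaign, cut at about 18% in these data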;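 further: inhibitors lower polarization as less probe binds the enzyme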
PME-1 inh = PME-1 inhibitors via competitive probe labeling, primary screen, biochemical, fluorescence polarization, FP-Rh probe, HTS | recombinant PME-1 | inhibition, % at 5.9 µM | 320,000 tested, 0.53% active | AID 2130, 2009;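 active means inhibition above the campaign mean of all compounds plus 3 SD, cut at about 26% in these data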;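 further: competitive labeling of PME-1 active site by serine hydrolase directed probe; 0% = PME-1 with DMSO and 100% = wells lacking PME-1 enzyme; inhibitors block probe labeling so polarization falls and inhibition rises; many of its hits are not listed in these tables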
Target sequence (Q9Y570 whole entry, looked up): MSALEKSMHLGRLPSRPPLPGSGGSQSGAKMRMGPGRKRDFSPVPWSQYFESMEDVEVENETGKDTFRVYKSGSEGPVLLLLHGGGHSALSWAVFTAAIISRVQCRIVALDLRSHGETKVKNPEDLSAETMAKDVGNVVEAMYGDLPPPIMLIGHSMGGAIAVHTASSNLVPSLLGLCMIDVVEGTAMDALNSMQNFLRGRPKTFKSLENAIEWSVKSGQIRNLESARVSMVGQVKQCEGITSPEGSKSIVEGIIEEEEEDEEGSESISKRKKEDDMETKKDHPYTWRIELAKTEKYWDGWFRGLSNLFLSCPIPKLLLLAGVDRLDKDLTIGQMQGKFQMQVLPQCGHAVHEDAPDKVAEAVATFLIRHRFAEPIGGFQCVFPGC
PAFAH2 inh = PAFAH2 enzyme inhibitors, primary screen, biochemical, fluorescence polarization, human; AID 492956, 2010; inhibition, % at 3.39 µM; recombinant PAFAH2, FP-rhodamine activity probe; 340,000 tested, 0.99% active; Platelet-activating factor acetylhydrolase 2, cytoplasmic (Homo sapiens), Q99487;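 active means inhibition above the mean over all tested compounds plus 3 SD, cut at about 30% in these data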;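 further: inhibitors block probe labeling of enzyme so polarization drops; 0% = enzyme with DMSO and 100% = wells lacking PAFAH2 protein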
LYPLA1 inh = LYPLA1 inhibitors, primary screen, counter-screen for PME1 inhibitor project, biochemical, fluorescence polarization, FP-Rh probe ABPP. Acyl-protein thioesterase 1 (Homo sapiens), O75608. AID 2174, 2009. recombinant LYPLA1. 320,000 tested, 0.16% active. inhibition, % at 5.9 µM;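 active means inhibition above the mean of all tested compounds plus 3 SD, set per campaign, cut at about 14% in these data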;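 further: inhibitors block serine hydrolase probe labeling of LYPLA1 so polarization falls; 0% = enzyme with DMSO and 100% = wells lacking LYPLA1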
Target sequence (O75608 whole entry, looked up): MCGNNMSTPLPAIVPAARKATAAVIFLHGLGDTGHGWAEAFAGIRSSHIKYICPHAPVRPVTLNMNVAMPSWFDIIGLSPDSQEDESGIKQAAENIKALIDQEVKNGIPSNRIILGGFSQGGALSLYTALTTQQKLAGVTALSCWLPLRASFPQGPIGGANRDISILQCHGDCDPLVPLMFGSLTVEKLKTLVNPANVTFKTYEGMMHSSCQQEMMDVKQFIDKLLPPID
GSTO1 inh = inhibitors of recombinant GSTO1, primary screen, counter-screen for RBBP9 inhibitor project, biochemical, fluorescence polarization. Glutathione S-transferase omega-1 (Homo sapiens), P78417. 300,000 tested, 1.1% active. activity-based probe fluorescence polarization. inhibition, % at 5.96 µM. AID 1974, 2009;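 active means inhibition above the campaign mean inhibition plus 3 SD, cut at about 35% in these data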;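 further: 0% = GSTO1-1 with DMSO and 100% = wells lacking GSTO1-1 enzyme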
Numbers without * were called inactive; . = not tested or not shown.

SMILES | PAD4 FP inh | PAFAH1B3 FP inh | pPAFAH FP inh | PAFAH1B2 inh | Fam108B counter | PME-1 inh | PAFAH2 inh | LYPLA1 inh | GSTO1 inh
COC(=O)[C@@]1(Cc2ccc(F)cc2)[C@H]2c3cc(C(=O)N4CCCC4)n(CCCNc4ncc(C(F)(F)F)cc4Cl)c3C[C@H]2CN1C(=O)c1ccccc1 | 0 | -1 | 15 | 1 | -5 | -5 | -10 | 0 | -2
COC(=O)c1ccc(CN2[C@H](C(=O)OC)C[C@@]3(O)[C@@H](O)[C@@H](O)[C@@H](O)C[C@@H]23)cc1 | -7 | 2 | 4 | -2 | 2 | 1 | -5 | -3 | -7
CCOC(=O)c1cnc2c(cnn2C)c1Cl | -7 | -1 | -1 | 4 | -1 | -4 | 0 | -2 | 10
N=c1n(CCN2CCOCC2)c2ccccc2n1CC(O)COc1ccccc1 (centres undefined) | 0 | 0 | -1 | 3 | 0 | -11 | 1 | 2 | 4
COc1ccc(S(=O)(=O)N2CCN(c3ccc(F)cc3)CC2)cc1OC | -4 | 7 | 0 | 2 | -3 | 8 | 3 | -1 | 6
CC(=O)c1ccc(N2CCN(C(=O)C3CCCN(S(=O)(=O)c4c(C)[nH]c(=O)[nH]c4=O)C3)CC2)cc1 (centres undefined) | 4 | 2 | 1 | 1 | -2 | -1 | 3 | 0 | 6
CCOc1ccccc1N(CC(=O)Nc1cc(OC)ccc1OC)S(C)(=O)=O | -3 | -5 | 1 | 4 | -5 | 2 | 8 | 2 | -2
COc1cc(C)c(S(=O)(=O)n2nnc3ccccc32)cc1C | -2 | 3 | 5 | 4 | 9 | 5 | -2 | 4 | 2
Cc1csc(NC(=O)CCNC(=O)c2ccc([N+](=O)[O-])cc2)n1 | 5 | 1 | 5 | -1 | 2 | 0 | -4 | -3 | 1
COc1cccc(NC(=S)NNC(=O)Cn2nc(C(F)F)cc2C(F)F)c1 | 2 | 5 | 5 | 6 | -5 | 3 | 3 | -3 | 1
Cc1cc(C)nc(SCC(=O)Nc2sc3c(c2C#N)CCC(C)C3)n1 (centres undefined) | 2 | -1 | 6 | 1 | 1 | -2 | 11 | -2 | -8
O=C(NCC1CCN(Cc2ccc(Cl)cc2)CC1)C1CCCN(c2ncnc3c2nc2n3CCCCC2)C1 (centres undefined) | -3 | -3 | 4 | -3 | -8 | 2 | 0 | 1 | 4
CC(Sc1nc(-c2ccccc2)cc(C(F)(F)F)n1)C(=O)Nc1ccc2c(c1)OCO2 (centres undefined) | -4 | -3 | 3 | -5 | -4 | 3 | -4 | -3 | 7
Cc1c(C(=O)N2CCC(C)CC2)oc2ccc(S(=O)(=O)N3CCC4(CC3)OCCO4)cc12 | 2 | 2 | 0 | 3 | 2 | -5 | 2 | 2 | -49
O=C(CCS(=O)(=O)c1ccc2c(c1)NC(=O)CS2)NCCc1ccccc1 | -1 | 8 | 5 | 2 | 2 | -4 | 3 | 1 | 10
Nc1c(C(=O)Nc2ccc3c(c2)OCCO3)nnn1Cc1cccc(Br)c1 | 0 | 9 | 10 | 2 | 2 | 6 | -2 | -4 | -8
Cn1c(CC2Sc3ccccc3NC2=O)nnc1SCC(=O)c1ccc(Cl)cc1 (centres undefined) | 9 | -1 | 3 | 6 | 0 | -3 | 3 | -1 | 5
CC(C)(C)NC(=O)C1Cc2ccccc2CN1C(=O)Nc1cccc(Cl)c1 (centres undefined) | 1 | 0 | 2 | 3 | -3 | 7 | 0 | 2 | 5
O=C(NCCCN1CCCC1)[C@H](CSCc1ccccc1)N1Cc2ccccc2C1=O | -5 | 8 | 4 | 0 | 6 | 1 | 3 | 4 | -1
Cc1ccc(C(=O)OCC(=O)Nc2cc(C(C)(C)C)no2)c(C)c1 | -13 | 4 | 2 | 3 | . | -14 | 1 | -3 | .
O=C(Oc1cccc(N2C(=O)C3C4c5ccccc5C(c5ccccc54)C3C2=O)c1)c1ccco1 (centres undefined) | 1 | 13 | 2 | 7 | -3 | 3 | 9 | 2 | -1
CN(CC(=O)Nc1ccc(F)c(F)c1F)C1CCCCC1 | 1 | 5 | 7 | 5 | -5 | 2 | -6 | -2 | 0
O=c1[nH]c(Cc2ccccc2)nc2scc(-c3ccccc3)c12 | -2 | 1 | 5 | 1 | -5 | -1 | -7 | 1 | 6
Cc1ccc(CC2CC(=O)N(c3ccc4c(c3)OCCO4)C2=O)cc1 (centres undefined) | -5 | -2 | 2 | 1 | 2 | -4 | 2 | -1 | 2
COC(=O)c1ccc(OC(=O)c2cccs2)cc1 | 3 | 4 | 4 | 4 | 2 | 8 | 16 | 1 | 1
COc1ccccc1C(=O)N/C(=C\c1cn(C)c2ccccc12)C(=O)N1CCCC1 | -3 | 7 | 4 | -7 | 2 | 0 | 1 | -2 | 9
CCOc1cc(/C=C(\C#N)C(=O)Nc2cccc(C(=O)O)c2)cc(Br)c1OC(=O)c1ccc(OC)cc1 | -18 | -20 | 3 | -20 | -30 | -37 | -25 | -27 | -12
Cc1nc2c3cc(Cl)ccc3n(CCN3CCOCC3)c2s1 | 3 | 10 | 5 | 6 | 3 | -4 | -1 | -3 | 2
N#Cc1nnn(Cc2ccccc2)c1N | 0 | 7 | -2 | 9 | 2 | 1 | 3 | 0 | 8
Cc1ccc(Cn2c(CN3CC(C)OC(C)C3)nc3c2c(=O)n(C)c(=O)n3C)cc1 (centres undefined) | 2 | 3 | -2 | 2 | 7 | 4 | -11 | 3 | 6
COc1ccccc1/C=C/C1=NC(=C\N(C)C)/C(=O)O1 | -4 | 11 | 4 | 0 | 3 | 9 | 8 | 2 | 1
CCCn1c(N)c(C(=O)CSc2nnc3ccccn23)c(=O)[nH]c1=O | 2 | 3 | 7 | 0 | . | . | 1 | . | .
O=C(Nc1ccc(F)cc1F)c1noc2c1CCC2 | 2 | -2 | 7 | 1 | 8 | -5 | 15 | -2 | 14
COc1ccc(NC(=O)Cn2nnc3ccccc32)c([N+](=O)[O-])c1 | 0 | -2 | 2 | -1 | 1 | -5 | -4 | -2 | -2
Cc1nc(-c2ccc(C(F)(F)F)cc2)sc1C(=O)NN | 5 | 1 | 4 | -4 | -3 | 2 | -3 | 1 | 2
COc1ccc(NC(=O)Cn2nnc(C(=O)NCc3ccccc3)c2N)c(OC)c1 | 4 | -2 | -4 | -4 | 2 | 6 | -9 | -3 | 2
Cc1cc(C)nc(NS(=O)(=O)c2ccc(Br)cc2)n1 | 1 | 8 | 1 | 5 | 0 | 2 | 16 | 2 | -2
Fc1cccc(C2NC(=S)NC3=C2N2CCC3CC2)c1 (centres undefined) | 1 | 1 | 2 | 4 | -3 | 2 | -5 | -1 | 5
CCOC(=O)c1sc(NC(=O)C(CC)OC(=O)c2ccco2)nc1C (centres undefined) | 2 | 6 | 3 | 10 | 1 | 0 | 0 | -2 | 1
COc1cc(/C=C(\CC(=O)O)c2nc3ccccc3s2)cc(OC)c1O | -5 | 5 | 8 | 2 | 8 | 4 | 6 | 1 | 28
C[C@@H]1CN([C@@H](C)CO)C(=O)Cc2cc(NC(=O)C3CCCCC3)ccc2O[C@H]1CN(C)S(=O)(=O)c1ccccc1 | -3 | 13 | 2 | 9 | . | . | 4 | . | .
O=C(CN1CCN(C(=O)C2CCCO2)CC1)Nc1ccc(Br)cc1 (centres undefined) | -2 | 12 | 9 | 8 | -4 | 2 | 6 | 0 | -8
Cc1ccc(-c2csc(NC(=O)CSc3ncn(-c4ccccc4)n3)n2)cc1 | -5 | 2 | -1 | -2 | -11 | -14 | -6 | -5 | -9
COc1ccccc1NCC(=O)c1ccc(Cl)cc1 | 2 | 12 | 3 | 3 | 2 | -2 | 0 | 0 | 0
COc1cccc(NC(=O)COC(=O)/C=C/c2c(C)nn(-c3ccccc3)c2C)c1 | -4 | -3 | 2 | -9 | . | 0 | 78* | -9 | .
COC(=O)c1cc(CSc2nnc(NC3CCCCC3)s2)oc1C | -4 | -7 | 13 | 2 | 1 | 1 | 7 | -2 | 6
c1ccn2c(Cc3nnc4ccccn34)nnc2c1 | -4 | 3 | -6 | 0 | 1 | -13 | 8 | -1 | 11
COC(=O)c1sc2ccccc2c1NC(=O)c1ccc(S(=O)(=O)N2CCCCC2)cc1 | 1 | 4 | -4 | -1 | -9 | 1 | 0 | -6 | 8

Arranged by value in PME-1 inh (high to low): 3 of the compounds above
| Molecule | PME-1 inh |
| --- | --- |
| O=C(CN1CCN(C(=O)C2CCCO2)CC1)Nc1ccc(Br)cc1 (centres undefined) | 2 |
| COC(=O)c1sc2ccccc2c1NC(=O)c1ccc(S(=O)(=O)N2CCCCC2)cc1 | 1 |
| c1ccn2c(Cc3nnc4ccccn34)nnc2c1 | -13 |

Additional entries
SMILES | PAD4 FP inh | PAFAH1B3 FP inh | pPAFAH FP inh | PAFAH1B2 inh | Fam108B counter | PME-1 inh | PAFAH2 inh | LYPLA1 inh | GSTO1 inh
CCCCNC(=S)Nc1ccc(-c2nc3ccc(C)cc3s2)cc1 | -3 | -12 | 7 | -7 | 0 | 3 | -5 | -2 | -2
O=C(Oc1ccc(N(C(=O)c2ccncc2)S(=O)(=O)c2ccc(Cl)cc2)cc1)c1ccncc1 | -3 | 8 | 7 | 29* | -3 | -3 | -4 | 1 | 4
COc1ccc(C[C@H]2CN3C(=NC[C@@H]3C(C)C)N2CCNC(=O)CCC2CCCCC2)cc1 | -3 | -2 | 11 | 1 | 1 | -1 | -2 | 3 | -4
Cc1ccc(C(=O)CSc2nnc(C(C)C)n2C)cc1C | -7 | -2 | 2 | 7 | -1 | 5 | 7 | 1 | 1
Cc1cc(-c2nnc(CCC(=O)NC(C)(C)C34CC5CC(CC(C5)C3)C4)o2)no1 | -3 | 5 | 0 | 13 | -1 | 0 | 5 | -1 | 3
Cc1ccccc1-c1nnn(Cc2ccc(F)cc2Cl)n1 | -6 | 6 | 7 | -1 | 1 | 1 | 0 | 3 | 1
CN(C)c1c(F)cc(-c2nn[nH]n2)cc1F | -5 | -4 | 9 | -2 | 2 | 15 | -2 | 2 | -4
COc1cc(CNC(C)(C)C)ccc1OCC(=O)NC(C)(C)C | -3 | -3 | -3 | 0 | 5 | 12 | -3 | -3 | -2
Cc1ccc(-n2nc3c(c2NC(=O)c2cccs2)CS(=O)(=O)C3)cc1 | 0 | 2 | 2 | -1 | 1 | 5 | 2 | 0 | -1
O=C(CN1CCN(c2ccccn2)CC1)N1c2ccccc2CCc2ccccc21 | -7 | 4 | 4 | 7 | 5 | -1 | 8 | -3 | 4
Cc1ccc(C)c(SCC(=O)Nc2cccnc2Cl)c1 | -5 | 3 | 3 | 7 | 4 | 3 | 4 | -3 | 5
CCCn1c(=O)c2ccccc2n2c(SCC(=O)NCc3cccs3)nnc12 | 6 | -2 | 1 | -5 | 2 | 4 | 7 | -4 | -3

Screening data deposited in PubChem by The Scripps Research Institute Molecular Screening Center.

Not all compounds are listed. The share of hits here may be higher or lower than overall.
